High-throughput results (PubChem)
RGS4 pot – potentiators or activators of RGS4; HEK293 M3R/inducible RGS4, carbachol calcium flux Fluo4; hits give low values; B-score at 10 µM; hit rate 0.92% among 310,000; AID 463111;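 active means B-score of the integrated calcium signal more than 4 SD below the library mean, with starting fluorescence not abnormally high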;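 further: negative B-score means reduced calcium response which marks RGS4 activation or potentiation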
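Reagent: ECmax carbachol challenge; Test system: M3R-expressing HEK293 line, RGS4 induced by doxycycline; Schedule: overnight RGS4 induction, 30 min dye load 37 °C, 20 min compound RT; Detection: calcium dye Fluo4 fluorescence; Read-out: Agonist-evoked peak-minus-minimum fluorescence over baseline, integrated ratio, B score.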
MrgX1 ag – activates human MrgX1 receptor signaling. Q96LB2. MrgX1-HEK293 cells, Fluo-4 calcium fluorescence, agonist mode; hits give high values. B-score at 10 µM. hit rate 0.44% among 310,000;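 active means calcium response B-score plate-corrected fluorescence ratio at least 3 library SD, with starting fluorescence B-score inside 5 SD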
Target sequence (Q96LB2 whole entry, looked up): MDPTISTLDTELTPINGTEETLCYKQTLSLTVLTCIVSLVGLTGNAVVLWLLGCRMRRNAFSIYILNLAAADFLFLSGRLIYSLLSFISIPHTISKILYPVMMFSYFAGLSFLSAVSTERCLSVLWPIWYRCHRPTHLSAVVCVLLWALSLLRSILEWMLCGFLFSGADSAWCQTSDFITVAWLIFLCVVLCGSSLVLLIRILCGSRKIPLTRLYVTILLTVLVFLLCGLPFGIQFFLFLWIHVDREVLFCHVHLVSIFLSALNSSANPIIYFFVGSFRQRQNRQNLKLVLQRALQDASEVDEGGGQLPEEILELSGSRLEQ
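Material: HEK293 cells stably expressing human MrgX1 receptor | Quantity: 15,000 cells per well | Times: Cells plated overnight, dye loaded 0.5 h 37 °C, 0.5 h room temperature | Measured by: Kinetic Fluo-4 NW fluorescence of intracellular calcium | Control set: Positive and negative controls per plate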
TRPC6 activator – activates the mouse TRPC6 cation channel; AID 2550; HEK293-TRPC6 membrane potential dye fluorescence; hits give high values; hit rate 0.13% among 310,000; Q61143; B-score at 10 µM;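 active means B-score of the integrated fluorescence ratio above library mean plus 3 SD, and starting fluorescence ratio within library mean plus 5 SD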;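 further: higher score means more depolarization so channel activation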
TRPC6 inh – inhibitors of mouse TRPC6 channel. HEK293-TRPC6, membrane potential dye, ACh-evoked depolarization; hits give low values. hit rate 1.1% among 310,000. B-score at 10 µM. Q61143. AID 2553;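 active means B-score under library mean minus 3 SD, initial fluorescence not abnormally high, positive integrated signal ratio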;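 further: B-score derived from integrated fluorescence ratio over the kinetic read; more negative B-score means stronger inhibition of depolarization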
HDAC3 inhib – inhibitors of human histone deacetylase 3; inhibition, % at 8.3 µM; recombinant HDAC3, fluorogenic peptide/trypsin coupled, fluorescence; O15379; AID 2718; hit rate 0.15% among 320,000; in the data active means inhibition above about 26%, passing the limit was not always enough; inconclusive means no clear call, values can overlap the other calls
Target sequence (O15379 whole entry, looked up): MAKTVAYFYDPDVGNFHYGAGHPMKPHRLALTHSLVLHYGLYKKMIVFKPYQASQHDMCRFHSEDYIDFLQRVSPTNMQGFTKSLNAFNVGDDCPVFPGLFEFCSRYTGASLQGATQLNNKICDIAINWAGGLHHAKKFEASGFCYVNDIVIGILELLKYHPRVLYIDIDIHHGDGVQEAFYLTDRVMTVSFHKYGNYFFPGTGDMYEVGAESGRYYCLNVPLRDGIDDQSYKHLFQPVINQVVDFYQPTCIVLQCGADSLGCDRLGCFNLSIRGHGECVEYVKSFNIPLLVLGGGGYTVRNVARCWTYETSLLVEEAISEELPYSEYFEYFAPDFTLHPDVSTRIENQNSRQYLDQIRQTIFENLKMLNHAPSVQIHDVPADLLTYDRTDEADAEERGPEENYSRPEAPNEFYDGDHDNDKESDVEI
SKKanGAS inh – blocks kanamycin growth of S. pyogenes SKKanGAS strain; BacTiter-Glo, 6 h; inhibition, % at 7.5 µM; hit rate 1.3% among 300,000;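 active means mean replicate score, as percent of positive control median, at least 50; inconclusive means mean below 50 but one replicate at or above 50; inactive means mean and every replicate below 50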;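 further: strain carries kanamycin resistance gene driven by streptokinase promoter and grows in 40 µg/ml kanamycin; loss of luminescence reflects streptokinase promoter inhibition or plain growth inhibition; 0% = median of DMSO wells and 100% = positive control at its reference dose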
MrgX1 PAM – human MrgX1 positive allosteric modulation, primary screen. Q96LB2. MrgX1-HEK293, Fluo-4 calcium flux, FDSS; hits give high values. B-score at 10 µM. hit rate 0.63% among 310,000. AID 588675;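 active means plate-corrected calcium response at least 3 library SD above typical, normal starting fluorescence, not activating the receptor alone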;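 further: compound read alongside a low EC10 to EC30 dose of BAM8-22 agonist; peak minus trough fluorescence over baseline measured at the second addition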
TMEM16A inh – blocks the mouse calcium-activated chloride channel TMEM16A. normalized B-score (activity score, 25-100; higher = stronger inhibition) at 10 µM. AID 588511. HEK293 TMEM16A/YFP iodide influx fluorescence, ionomycin. hit rate 1.2% among 310,000;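 active means ratio plate-corrected score three or more library SD toward inhibition, starting fluorescence score within five deviations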;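 further: score derived from kinetic fluorescence span divided by baseline fluorescence per well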
ANO1 activ – mouse TMEM16A channel activation, primary screen; Q8BHY3; HEK293 TMEM16A/YFP-H148Q/I152L, iodide quench fluorescence; hits give low values; B-score at 10 µM; hit rate 0.3% among 340,000; AID 623877;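 active means fluorescence-ratio B-score plate-corrected deviation score at least 3 library SD below zero, with starting fluorescence score within 5 deviations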;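 further: channel opened by trigger with iodide after compound preincubation; score built on the fluorescence ratio of max minus min over baseline; more negative score means more quench and so TMEM16A activation or potentiation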
RGS4 inh – inhibitors of human RGS4 | P49798 | HEK293 M3R/RGS4 inducible, Fluo-4 calcium flux; hits give high values; triggered by carbachol at its EC20 | B-score at 10 µM | hit rate 0.45% among 310,000;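 active means B-score, a plate-corrected calcium signal, over three deviations above library mean, with baseline fluorescence within five deviations of library mean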;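 further: RGS4 expression induced by doxycycline in cells with stable M3 receptor; B-score is computed from the integrated fluorescence ratio over baseline after carbachol; higher B-score means a larger calcium signal and so more RGS4 inhibition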
Target sequence (P49798 whole entry, looked up): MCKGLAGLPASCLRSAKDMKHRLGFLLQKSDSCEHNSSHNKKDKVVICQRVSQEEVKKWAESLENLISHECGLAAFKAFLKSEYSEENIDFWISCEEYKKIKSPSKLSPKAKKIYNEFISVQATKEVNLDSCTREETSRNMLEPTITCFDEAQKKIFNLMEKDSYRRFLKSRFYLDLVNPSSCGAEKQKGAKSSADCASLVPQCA
MrgX1 antagonist – blocks BAM8-22 activation of human MrgX1 receptor; Q96LB2; MRGX1-HEK293 calcium flux, Fluo-4, BAM8-22 antagonism; hits give low values; B-score at 10 µM; hit rate 1.3% among 310,000; AID 588676;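 active means calcium-response B-score plate-corrected more than 3 library SD below zero, starting fluorescence within 5 deviations, no agonist response on first addition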;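 further: peak minus trough fluorescence over baseline after final BAM8-22 challenge near maximal dose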
The depositor's hits bear a star; i = inactive; ? = inconclusive; . = not tested or not shown. Hits appear at their usual frequency, and some 6.7% of all compounds hit somewhere here.

#	SMILES	SKKanGAS inh	HDAC3 inhib	TRPC6 inh	MrgX1 ag	MrgX1 PAM	TMEM16A inh	RGS4 inh	ANO1 activ	TRPC6 activator	RGS4 pot	MrgX1 antagonist
1	COc1cccc(-n2c(COc3ccccc3C)nnc2SCC(=O)O)c1	6	9	i	i	i	i	i	i	i	i	i
2	C[N+](C)(C)C[C@H](O)CC(=O)O	-3	0	i	i	i	i	i	i	i	i	i
3	O=C(CCNC(=O)C1CCN(S(=O)(=O)c2ccc(F)cc2)CC1)Nc1ccccc1	-5	-4	i	i	i	i	i	i	i	i	i
4	O=C1C(=O)N(CCN2CCOCC2)C(c2ccncc2)/C1=C(/O)c1ccc2c(c1)OCO2 (stereo not drawn)	-3	4	i	i	7.7*	i	i	i	i	i	i
5	O=C(COC(=O)c1cccc(S(=O)(=O)N2CCCC2)c1)NCc1ccccc1	6	-3	i	i	i	i	i	i	i	i	i
6	O=[N+]([O-])c1cccnc1N1CCC(c2cc(-c3ccc(Cl)cc3)n[nH]2)CC1	73*	?	i	i	i	i	i	i	i	i	i
7	CCOC(=O)N1CCC(NS(=O)(=O)c2ccc(C)cc2)CC1	10	6	i	i	8.2*	i	i	i	i	i	i
8	O=C(Cn1ncc2c(=O)oc3ccccc3c21)N1CCCN(Cc2ccccc2F)C1	-3	-1	i	i	i	i	i	i	i	i	i
9	O=C(CN1CCN(S(=O)(=O)c2ccc(Cl)cc2)CC1)Nc1ccc(N2CCOCC2)cc1	3	-1	i	i	i	i	i	i	i	i	i
10	CC(C)(C)c1ccc(/C=N/NC(=O)C[n+]2ccccc2)cc1	-1	-1	i	i	i	i	i	i	i	-7.1*	i
11	N=c1c2c3c(sc2ncn1CCN1CCOCC1)CCCCC3	1	-6	i	i	i	i	i	i	i	i	i
12	COc1ccc(-c2ccc(=O)n(CC(=O)NCC3COCCO3)n2)cc1 (stereo not drawn)	-6	3	i	i	i	i	i	i	i	i	i
13	O=C1Nc2cccnc2Sc2ccccc21	0	.	i	i	i	i	i	i	i	i	i
14	COc1ccc(NC(=O)C2CC(=O)N(c3cccc(C)c3C)C2)cc1 (stereo not drawn)	-4	5	i	i	i	i	i	i	i	i	i
15	c1ccc(Cn2nnc3c(N4CCCCCC4)ncnc32)cc1	17	-5	i	i	i	i	i	i	i	i	i
16	Cc1onc(-c2ccccc2)c1C(=O)Nc1sccc1C#N	5	1	i	i	i	i	i	i	i	i	i
17	COc1cc(CC(NC(C)=O)C(=O)NC2CCN(C(=O)Nc3ccccc3C)CC2)cc(OC)c1 (stereo not drawn)	-2	-4	i	i	i	i	i	i	i	i	i
18	COc1ccc(N(CC(=O)N2CCN(c3ccc(Cl)cc3)CC2)S(=O)(=O)c2c(C)n[nH]c2C)cc1	2	17	i	i	i	i	i	i	i	i	i
19	COCCNC(=S)N(CCc1c(C)[nH]c2ccc(F)cc12)Cc1cccnc1	8	.	i	i	i	i	i	.	i	i	i
20	CSc1ncccc1-c1nc2ccccc2[nH]1	3	-1	i	i	i	i	i	i	i	i	i
21	O=C(Nc1ccc(S(=O)(=O)N2CCOCC2)cc1)c1cccc(Br)c1	-5	5	i	i	i	i	i	i	i	i	i
22	CC(OC(=O)C1CC=CCC1C(N)=O)C(Cl)=C(Cl)Cl (stereo not drawn)	4	4	i	i	i	i	i	i	i	i	i
23	CCc1cc(=O)oc2cc(OCC(=O)NCc3ccccn3)ccc12	-1	-6	i	i	i	i	i	i	i	i	i
24	COc1ccc(C2C(C#N)=C(C)NC3=C2S(=O)(=O)c2ccccc23)cc1 (stereo not drawn)	3	4	i	i	i	i	i	i	i	i	i
25	O=C(c1ccco1)c1cn(CC(=O)N2CCCC2)c2ccccc12	6	5	i	i	i	i	i	i	i	i	i
26	Cc1cc(=O)n2[nH]c(-c3ccco3)nc2n1	-4	-2	i	i	i	i	i	i	i	i	i
27	CCOC(=O)C1CCN(C(=O)Nc2ccc3nc(C)c(C)nc3c2)CC1	3	-38	i	i	i	i	i	i	i	i	i
28	COC(=O)c1ccccc1S(=O)(=O)NNC(=O)c1ccccc1-n1cccc1	-1	2	i	i	i	i	i	i	i	i	i
29	COc1ccc2nc(NC(=O)Cc3cccs3)sc2c1	1	0	i	i	i	i	i	i	i	i	i
30	O=C(CSc1nnc(-c2ccco2)n1CC1CCCO1)c1ccccc1 (stereo not drawn)	-1	7	i	i	i	i	i	i	i	i	i
31	COc1ccc(-c2cc(C(=O)N3CCc4ccccc4C3)no2)cc1OC	-3	1	i	i	i	i	i	-6.4*	i	i	i
32	CCN(CC)S(=O)(=O)c1ccc(-c2nnc(SCC(=O)c3ccc(OC)cc3)o2)cc1	4	-3	i	i	i	i	i	i	i	i	i
33	Cc1ccc2nc(-c3ccsc3)c(NC3CCCC3)n2c1	0	-12	i	i	i	i	i	i	i	i	i
34	Cc1ccc(S(=O)(=O)N2CCC3(CC2)OCCO3)c(C)c1	15	0	i	i	i	i	i	i	i	i	i
35	CCC(=O)OCC(=O)Nc1cc(S(=O)(=O)N(C)C)ccc1Cl	-2	.	i	i	i	i	i	i	i	i	i
36	CN1CC(=O)NC1=NC(=O)c1cc(F)c(F)cc1Cl	3	-2	i	i	i	i	i	i	i	i	i
37	COc1cc(C(=O)NCc2nnc(SCC(=O)N3CCOCC3)o2)cc(OC)c1OC	2	.	i	i	i	i	i	i	i	i	i
38	COc1ccc(S(=O)(=O)N2CCOCC2)cc1NC(=O)C1COc2ccccc2O1 (stereo not drawn)	-2	-6	i	i	i	i	i	i	i	i	i
39	CN(C)C(=O)CSc1nnc(Cc2ccc3c(c2)OCO3)o1	-3	11	i	i	i	i	i	i	i	i	i
40	COC(=O)c1scc(C)c1-n1ccc(C(=O)C(=O)N(C)C)c1	-8	-2	i	i	i	i	i	i	i	i	i
41	COc1ccc(/C(C)=N/Nc2nc3ccccc3nc2C)cc1OC	0	-5	i	i	i	i	i	i	i	i	i
42	CCOCCCn1c(=S)[nH]c2cc(C(=O)N3CCN(C)CC3)ccc2c1=O	2	2	i	i	i	i	i	i	i	i	i
43	O=C(NCCO)C(=O)NCC1OCCCN1S(=O)(=O)c1cc(F)ccc1F (stereo not drawn)	1	4	i	i	i	i	i	i	i	i	i
44	O=[N+]([O-])c1ccc(Cl)c(-c2ccc(/C=N/n3cnnc3)o2)c1	-1	8	-7.3*	i	i	i	i	i	i	i	i
45	O=C(Nc1n[nH]c(=S)s1)c1ccc2ccccc2c1	10	-2	i	i	i	i	i	i	i	i	i
46	CCN1CCN(C(=O)C(C)Nc2ccc(OC)cc2OC)CC1 (stereo not drawn)	-4	-8	i	i	i	i	i	i	i	i	i
47	CCNC(=O)COC(=O)c1cc(S(=O)(=O)N2CCCCC2)ccc1C	5	-7	i	i	i	i	i	i	i	i	i
48	COC(=O)C1=C(C)N=C2SC(C)C(=O)N2C1/C=C/c1ccccc1 (stereo not drawn)	-4	4	i	i	i	i	i	i	i	i	i
49	COCCn1c(SCC(=O)Nc2cccc(F)c2)nc2c(c1=O)SCC2	-2	.	i	i	i	i	i	i	i	i	i
50	COc1ccc(S(=O)(=O)NC2CC2)cc1Br	-2	-1	i	i	i	i	i	i	i	i	i
51	COc1ccc(CCC(=O)NC(C)C)cc1	-4	-2	i	i	i	i	i	i	i	i	i
52	Nc1ccccc1C(=O)NNC1=C(C(=O)C(F)(F)F)CCC1	-2	46*	i	i	i	i	i	i	i	i	i
53	O=C(CSc1nc(COc2ccccc2)nc2ccccc12)NC1CCCC1	0	0	i	i	i	i	i	i	i	i	i
54	COc1ccc(NC(=O)Cn2cnc3sc(C)c(S(=O)(=O)N4CCOCC4)c3c2=O)c(OC)c1	-4	-2	i	i	i	i	i	i	i	i	i
55	Cc1cc(C=O)c2c(c1)C=CC1(Oc3ccccc3C(=O)N1C)O2 (stereo not drawn)	-5	-2	i	i	i	i	i	.	i	i	i
56	COc1ccc(-c2ccc(OC)c([C@H]3[C@H]4C=CC[C@@H](C)[C@@H]4C(=O)N3Cc3ccccc3)c2)cc1	27	9	i	i	i	i	i	i	i	i	i
57	O=C(Nc1ccc(S(=O)(=O)N2CCCCC2c2cccnc2)cc1)c1c(F)cccc1F (stereo not drawn)	-11	4	-5.1*	i	i	i	i	i	i	i	i
58	CCCc1cc(=O)n2[nH]cnc2n1	-13	-3	i	i	i	i	i	i	i	i	i
59	CCn1c(SC(C)C(=O)Nc2nccs2)nnc1-c1ccncc1 (stereo not drawn)	4	-10	i	i	i	i	i	i	i	i	i
60	COc1ccc(CNC(=O)C(C#N)c2nc3ccccc3nc2N2CCCC2)cc1 (stereo not drawn)	15	2	i	i	i	i	i	i	i	i	-5.1*

The list goes on.
#	SMILES	SKKanGAS inh	HDAC3 inhib	TRPC6 inh	MrgX1 ag	MrgX1 PAM	TMEM16A inh	RGS4 inh	ANO1 activ	TRPC6 activator	RGS4 pot	MrgX1 antagonist
61	Cc1nnc(NC(=O)CSc2cn(CCNC(=O)c3ccccc3)c3ccccc23)s1	-2	.	i	i	i	i	i	i	i	i	i
62	Cc1ccc(-c2cc(C(=O)N/N=C/c3ccc(Cl)cc3)n[nH]2)o1	-2	0	i	i	i	i	i	i	i	i	i
63	CCOC(=O)C1CCCN(c2c(NCCCN(CC)c3cccc(C)c3)c(=O)c2=O)C1 (stereo not drawn)	0	11	i	i	i	i	i	i	i	i	i
64	CCC(CC)C(=O)Nc1ccc(Cl)c(Cl)c1	6	4	i	i	i	i	i	i	i	i	i
65	CCN(c1ccccc1)S(=O)(=O)c1ccc(Cl)c(NC(=O)COC(=O)c2ccc[n+]([O-])c2)c1	6	3	i	i	i	i	i	i	i	i	i
66	Cc1ccc(S(=O)(=O)NC(=O)COc2cc(C)ccc2C(C)C)cc1	5	8	i	i	i	i	i	i	i	i	i
67	CC1CCCC(NC(=O)CCC(=O)NCc2ccccc2)C1C (stereo not drawn)	-3	-3	i	i	i	i	i	i	i	i	i
68	Cc1c(-c2ccc(OCc3ccccc3)cc2)nc2ccccc2c1C(=O)O	-2	5	i	i	i	i	i	i	i	i	i
69	Cc1c(C(=O)Nc2nnc(SCc3ccccc3Cl)s2)cccc1[N+](=O)[O-]	3	3	i	i	i	i	i	i	i	i	i
